High-throughput results (PubChem)
V-ATPase pHluor = regulators of yeast V-ATPase proton pumping, primary screen, pHLuorin cytosolic pH fluorescence; S. cerevisiae; hit rate 0.37% among 350,000; response, % at 10 µM; in the data active = response mostly above about 7.3%, no sharp cut-off; inactive = mostly below about 5.4%; note: actives read high; inactives centre near 0; some compounds called inactive have numbers as strong as hits
CAL PDZ FP-1 = CAL PDZ peptide-binding inhibitors, primary screen, biochemical, fluorescence polarization, Cer-tagged CAL PDZ, HTS. Golgi-associated PDZ and coiled-coil motif-containing protein (Homo sapiens), Q9HD26. purified CAL PDZ, TMR-peptide fluorescence polarization, 1 h. inhibition, % at 20 µM. hit rate 0.02% among 330,000. AID 504414, 2011;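 active = highest replicate inhibition of at least 40%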;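 note: plate controls were DMSO neutral control wells for no effect and unlabeled competitor peptide control wells for full effect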
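Material – purified CerCALP PDZ construct · Detection – FP readout, S and P plane fluorescence · Measure – percent inhibition from loss of millipolarization · Controls – unlabelled peptide for full inhibition, DMSO wells as neutral · Probe or stimulus – TMR-labelled reporter peptide T*-PRC34 bound in PDZ groove · Times – 1 h at RT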
MITF act = activators of MITF-driven TRPM1 promoter reporter, primary screen, cell-based, SK-MEL-5, luciferase, single point; SK-MEL-5 TRPM1-promoter luciferase, 24 h; % of positive control, neutral wells = 0; activation, % at 12.5 µM; hit rate 0.75% among 300,000;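 active = mean activation of at least 80% with every replicate also reaching 80%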;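 note: 0% = neutral control wells and 100% = parthenolide positive control wells; values of inactives mirror those of a sister screen read the other way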
CAL PDZ FP-2 = untagged CAL PDZ binding inhibitors, primary screen, biochemical, fluorescence polarization, HTS; purified CAL PDZ, TMR-peptide fluorescence polarization, 1 h; inhibition, % at 24.9 µM; hit rate 0.92% among 300,000; AID 602252, 2012; Golgi-associated PDZ and coiled-coil motif-containing protein (Homo sapiens), Q9HD26;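 active = mean inhibition of at least 30% with at least half of replicates also reaching 30%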;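 note: 0% = DMSO neutral control and 100% = excess unlabeled competitor peptide PRC23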
cardiac RTF act = cardiac RTF calcium sensitivity activators, primary screen, biochemical, IANBD-TnC fluorescence, EC20 calcium | Troponin I, cardiac muscle (Homo sapiens) + Troponin T, cardiac muscle (Homo sapiens) + … | AID 493008, 2010 | IANBD-labeled TnC RTF fluorescence at EC20 calcium; 0% EC20 calcium, 100% full calcium | hit rate 0.24% among 340,000 | activation, % at 7.2 µM;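 active = activation above the mean over all tested compounds plus 3 SD, cut at about 30% in these data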;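 note: rise in fluorescence read as greater calcium sensitivity of cardiac thin filaments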
Tat transport = E. coli Tat export inhibitors, primary screen, MC4100, TorA-mCherry reporter, fluorescence, single point | AID 488895, 2010 | inhibition, % at 10 µM | hit rate 0.036% among 340,000;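 active = mean replicate inhibition at least 50% and at least half of replicates individually reaching 50%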;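 note: exported cargo escapes ClpAP degradation while cytoplasmic cargo is degraded and loses fluorescence; 0% = median of neutral control wells and 100% = median of NaSCN control wells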
dFosB activator = activators of delta FosB homodimer, primary screen, biochemical, fluorescence polarization, TAMRA-CDK5 oligo, single point; Protein FosB (Mus musculus), P13346; purified delta FosB; percent of positive-control signal above neutral wells; activation, % at 25 µM; hit rate 0.99% among 340,000; AID 493131, 2011;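 active = mean activation above about 17%, with every replicate also reaching it, limit read from the data, passing the limit was not always enough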;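 note: fluorescence polarization rise as delta FosB binds a TAMRA Cdk5 AP-1 oligo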
Target sequence (P13346 whole entry, looked up): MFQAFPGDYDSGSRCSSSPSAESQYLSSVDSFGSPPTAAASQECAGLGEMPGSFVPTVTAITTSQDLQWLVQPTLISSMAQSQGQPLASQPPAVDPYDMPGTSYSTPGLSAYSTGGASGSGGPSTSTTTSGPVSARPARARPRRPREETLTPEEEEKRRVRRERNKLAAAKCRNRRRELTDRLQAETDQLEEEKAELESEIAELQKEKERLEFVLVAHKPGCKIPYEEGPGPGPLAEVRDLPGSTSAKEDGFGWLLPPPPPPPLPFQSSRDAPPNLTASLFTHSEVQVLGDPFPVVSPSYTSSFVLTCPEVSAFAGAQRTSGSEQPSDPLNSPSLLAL
CDK5 p35 inh = inhibitors of human CDK5/p35 kinase, primary screen, biochemical, single concentration. hit rate 0.01% among 330,000. Recombinant CDK5/p35, ADP-Glo luminescence, 60 min. Cyclin-dependent kinase 5 (Homo sapiens) + Cyclin-dependent kinase 5 activator 1 (Homo …. inhibition, % at 10 µM. AID 488839, 2010;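 active = highest replicate inhibition of at least 50% and at least 75% of replicates reaching 50%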;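 note: plate controls were DMSO neutral control for no effect and GW8510 at 10 µM for full effect; many of its hits are not listed in these tables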
Target sequence (Q00535 whole entry, looked up): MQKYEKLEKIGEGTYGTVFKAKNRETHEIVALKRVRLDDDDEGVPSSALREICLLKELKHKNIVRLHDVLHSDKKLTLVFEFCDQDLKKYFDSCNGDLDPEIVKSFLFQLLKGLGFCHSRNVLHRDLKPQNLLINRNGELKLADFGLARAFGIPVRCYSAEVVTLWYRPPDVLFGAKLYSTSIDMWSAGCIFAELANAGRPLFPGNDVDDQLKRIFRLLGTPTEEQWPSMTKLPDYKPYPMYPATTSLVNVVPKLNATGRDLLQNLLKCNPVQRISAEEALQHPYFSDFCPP
Target sequence (Q15078 whole entry, looked up): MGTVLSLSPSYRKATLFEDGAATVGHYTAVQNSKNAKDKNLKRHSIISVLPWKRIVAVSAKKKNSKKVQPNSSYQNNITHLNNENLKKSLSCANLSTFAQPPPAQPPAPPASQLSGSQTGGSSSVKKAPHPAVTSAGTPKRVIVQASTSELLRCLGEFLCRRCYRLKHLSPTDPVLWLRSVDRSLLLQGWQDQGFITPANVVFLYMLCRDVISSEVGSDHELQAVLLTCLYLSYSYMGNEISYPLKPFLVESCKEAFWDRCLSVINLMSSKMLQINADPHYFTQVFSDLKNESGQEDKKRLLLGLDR
Wnt bcat act = Wnt/beta-catenin pathway activators, primary screen, cell-based, plate reader, single point; Wnt/beta-catenin reporter cell assay, activator; activation, % at 9.35 µM; hit rate 1.2% among 300,000; AID 743398, 2014; in the data active = activation above about 30%, passing the limit was not always enough;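 note: 0% = neutral control wells and 100% = positive control wells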
Rtt109 Vps75 = inhibitors of C. albicans Rtt109/Vps75 HAT, primary screen, biochemical, ThioGlo CoA-SH fluorescence, plate reader; inhibition, % at 34.9 µM; hit rate 0.16% among 330,000; purified Rtt109/Vps75, 4 h;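 active = inhibition of at least 50% in every replicate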
An asterisk follows results filed as active; x = not tested or not shown. Hits appear at their usual frequency, and some 4.1% of all compounds hit somewhere here.

| V-ATPase pHluor | CAL PDZ FP-1 | MITF act | CAL PDZ FP-2 | cardiac RTF act | Tat transport | dFosB activator | CDK5 p35 inh | Wnt bcat act | Rtt109 Vps75 | smiles |
| --- | --- | --- | --- | --- | --- | --- | --- | --- | --- | --- |
| -11 | -0.4 | 15 | -1 | 5 | 1 | -4 | 0.2 | x | -2 | Cc1ccc(NC(=O)NC(=O)CSc2nnnn2C)c(C)c1 |
| 1 | -3.3 | -12 | -5 | -1 | 0 | 1 | 0.6 | -2 | -10 | CC1(C)CC(Cc2nc(=S)[nH][nH]2)C(=O)O1 (stereo unspecified) |
| -3 | x | 0 | -6 | -2 | -5 | 2 | 1.9 | -1 | -2 | O=C(COC(=O)C1(c2ccccc2F)CCCC1)NCc1cccs1 |
| -5 | -2.5 | 2 | -1 | -9 | -8 | -5 | -1.3 | -2 | -5 | CCOC(=O)c1c(S(=O)(=O)NCC(=O)Nc2ccc(F)cc2)c(C)n(C)c1C |
| 3 | -0.8 | x | -3 | -1 | 6 | 3 | -1.2 | -2 | -13 | COc1ccc(OC)c(S(=O)(=O)N(C)CC(=O)O)c1 |
| 3 | -0.9 | -7 | 0 | -1 | 4 | -4 | -1.6 | -1 | 12 | Cc1onc(-c2c(F)cccc2Cl)c1C(=O)NC(=S)Nc1c(C)n(C)n(-c2ccccc2)c1=O |
| 0 | -2.6 | -8 | -2 | -3 | -1 | 4 | 0.0 | -7 | 1 | O=C(NCc1cccs1)C1CCC(=O)N1C1CCCCC1 (stereo unspecified) |
| -1 | 0.0 | 3 | 0 | -5 | -1 | -11 | 0.1 | -1 | 4 | O=S(=O)(Nc1nc2ccccc2nc1Cl)c1ccc2c(c1)OCCO2 |
| 0 | -0.6 | -11 | -9 | -2 | 1 | 3 | 0.3 | -3 | 14 | COc1ccccc1C(O)(c1ccccc1)c1ccccc1OC |
| -1 | -3.1 | -4 | -9 | 0 | 11 | 0 | 3.0 | -2 | -11 | Cc1ccccc1NC(=O)CCNS(=O)(=O)c1ccc2c(c1)CCC(=O)N2 |
| 2 | -0.3 | 12 | -2 | -3 | -3 | 4 | -0.4 | x | 6 | COc1ccc(C(C)=O)cc1CN1C(=O)NC2(CCCCC2C)C1=O (stereo unspecified) |
| 1 | -0.3 | -8 | -5 | 2 | 2 | -7 | 1.2 | 3 | 10 | CCOc1ccc(C2CC(c3ccccc3)Nc3nc(N)nn32)cc1 (stereo unspecified) |
| 4 | 0.2 | 0 | 0 | 15 | 14 | -3 | 2.5 | -1 | 1 | Cc1ccc2c(C)cc[n+](CCCS(=O)(=O)[O-])c2c1 |
| 0 | -1.2 | 73 | 1 | -6 | -6 | -4 | 0.2 | 22 | -9 | COc1ccc(CN(C(=O)c2cc3ccccc3oc2=O)C2CCS(=O)(=O)C2)cc1OC (stereo unspecified) |
| 0 | -1.5 | -22 | -4 | -2 | 4 | 9 | 1.0 | 1 | 3 | COc1ccccc1N1CCN(C(=O)c2oc3ccc(Br)cc3c2C)CC1 |
| 0 | -0.4 | x | -2 | 0 | 2 | -14 | 0.0 | -1 | 0 | CCCOc1ccc(C(=O)N2CCN(Cc3ccc4c(c3)OCO4)CC2)cc1 |
| 1 | -0.1 | -4 | -2 | 13 | 3 | 9 | 0.2 | x | -7 | CCN(CC)S(=O)(=O)c1cccc(C(=O)N2CCCCC2)c1 |
| -3 | 0.4 | -1 | -1 | 4 | -4 | 3 | -2.5 | -2 | 10 | COc1ccccc1C(=O)N(Cc1ccc(C)o1)C1CCS(=O)(=O)C1 (stereo unspecified) |
| 1 | -3.4 | -8 | -4 | -1 | 1 | -1 | 0.5 | -2 | 2 | Cc1cccc(C)c1NC(=S)NCc1ccccc1 |
| 1 | 3.4 | x | 6 | 3 | -3 | 1 | 0.5 | 2 | 19 | O=C(O)/C=C/C(=O)Nc1ccc(-n2nccc2C(F)(F)F)cc1 |
| -4 | 0.1 | -18 | x | -21 | 11 | -17 | 0.3 | 0 | 9 | O=C(c1ccc(-c2ccccc2Cl)o1)N1CCN(c2ccccc2O)CC1 |
| 2 | -2.3 | x | x | -6 | 9 | -15 | 0.2 | -1 | -6 | CCOc1ccc(N(C(C)C(=O)N/N=C(\C)c2cccc(NC(=O)c3ccccc3)c2)S(C)(=O)=O)cc1 (stereo unspecified) |
| -1 | -1.5 | 5 | 3 | -1 | -3 | -12 | -0.5 | -3 | 2 | Cc1ccc2c(CSc3nc4ccccc4c(=O)n3CCCO)cc(=O)oc2c1 |
| 2 | -2.4 | 4 | 0 | -7 | -4 | -8 | 0.7 | 5 | -6 | Cc1ccc(NC(=O)NCc2cccnc2)cc1 |
| 5 | -0.3 | 12 | -2 | -5 | 3 | -5 | -0.5 | 0 | 2 | CN(c1ccc(OCC(=O)OCC(=O)Nc2ccccc2)cc1)S(=O)(=O)c1cccs1 |
| -2 | -0.3 | 3 | -2 | -3 | 0 | -3 | -0.2 | -4 | 10 | COC(=O)C1CCN(C(=O)c2cc(S(=O)(=O)N3CCCCC3)ccc2Cl)CC1 |
| 0 | -0.8 | 39 | 1 | 0 | 2 | 1 | -0.3 | 12 | 3 | CN(C)c1ccc(C(=S)NC2CCCCC2)cc1 |
| 2 | 1.1 | -8 | x | 4 | -5 | -7 | -1.8 | x | -9 | COc1ccc(N2CCN(C(=O)c3ccc(Oc4ccc(C(F)(F)F)cn4)cc3)CC2)cc1 |
| 1 | -0.6 | 6 | -2 | -5 | 9 | -7 | 1.1 | 11 | 4 | CCOC(=O)c1nn(-c2ccc(C)c(C)c2)c(=O)c(C#N)c1C |
| 5 | -2.7 | 29 | -5 | 1 | -1 | -3 | 0.8 | 0 | 5 | CN(Cc1ccccc1)CC(O)COc1ccc(CNCCc2ccncc2)cc1 (stereo unspecified) |
| -2 | -2.1 | 1 | -2 | 0 | 4 | -6 | -2.1 | 1 | 8 | CCOc1ccccc1/C=C(\C#N)C1=CCCC1 |
| 0 | -0.1 | 3 | -2 | -1 | -2 | 3 | -0.6 | 2 | -6 | Cc1nnc(NC(=O)CSc2nnc(CNC(=O)c3ccc(S(=O)(=O)N(C)C)cc3)o2)s1 |
| 0 | 0.0 | 13 | -3 | 1 | 1 | 5 | -0.1 | 3 | 4 | O=c1cc(-c2cccc([N+](=O)[O-])c2)[nH][nH]1 |
| 0 | -0.2 | 1 | -2 | -3 | 11 | -8 | 0.0 | x | 10 | Cc1cccc(-n2c(N)cc(=O)nc2SCC(=O)Nc2ccccc2)c1 |
| 2 | -0.2 | 95* | -3 | -1 | 7 | -3 | 0.6 | 27 | -2 | CCOc1ccc(Nc2nc3ccccc3n2C)cc1 |
| -1 | -0.2 | 2 | -4 | 1 | 0 | -1 | 0.9 | -6 | -7 | Cc1nnc(NC2CCCCC2)[nH]c1=O |
| -3 | -2.8 | -3 | -6 | -4 | -1 | 38* | 1.5 | 2 | 5 | COc1ccc(/C=C2\SC(=S)N(CCC(=O)NCCc3ccc(O)cc3)C2=O)cc1 |
| -2 | 11 | -1 | -4 | -1 | -3 | 3 | 1.8 | 0 | -4 | COc1ccc(C(=O)N/N=C/c2c(C)[nH]c(=O)[nH]c2=O)cc1 |
| 3 | -0.7 | -2 | 2 | -8 | 21 | -4 | 0.1 | 22 | -3 | C=CCN1c2ccc(Br)cc2C(=O)CS1(=O)=O |
| -4 | -2.1 | 4 | -6 | 0 | 3 | -10 | -0.6 | -5 | 1 | COC(=O)c1ccc(NC(=O)N2CCCC(C(=O)c3ccccc3OC)C2)cc1 (stereo unspecified) |
| -4 | -1.5 | 28 | -3 | -1 | 1 | 0 | 0.5 | 1 | -2 | CCC(=O)N1CCN(c2ccc(NC(=O)c3ccco3)cc2Cl)CC1 |
| -5 | -2.0 | -12 | -4 | 0 | -3 | 1 | 0.8 | 2 | -9 | O=S(=O)(NC1CCSc2ccccc21)c1ccc(Cl)nc1 (stereo unspecified) |
| 8 | -0.7 | -5 | -2 | 4 | 3 | 7 | -1.0 | 1 | 2 | C[C@H](CO)N1C[C@H](C)[C@@H](CN(C)C(=O)NC2CCCCC2)Oc2ccc(NS(=O)(=O)c3ccccc3)cc2C1=O |
| 2 | -1.0 | x | -6 | 6 | 2 | -3 | -0.6 | x | 11 | Cc1cccc(N(CC(=O)N2CCCC2)S(=O)(=O)c2ccccc2)c1 |
| 4 | -0.4 | 11 | x | -3 | 1 | -5 | 1.9 | -1 | -22 | N=c1c(C(=O)NCC2CCCO2)cc2c(=O)n3ccccc3nc2n1Cc1ccco1 (stereo unspecified) |
| 0 | -0.9 | -2 | x | 0 | 2 | -3 | 1.0 | 6 | 7 | C[C@@H](C(=O)OCC(=O)c1ccc(F)c(F)c1)N1C(=O)C2CCCCC2C1=O (stereo partly specified) |
| 5 | -0.5 | 19 | -2 | 8 | -11 | -2 | -1.5 | 0 | 10 | N/C(=N\OCC(=O)Nc1ccccc1)c1nonc1N |
| -1 | -1.9 | 5 | 0 | 7 | 3 | -10 | -2.3 | -1 | 3 | O=C(O)CSCC(=O)NCc1ccc(Cl)cc1Cl |
| 2 | -3.2 | x | x | 5 | -2 | -1 | 0.3 | -2 | -3 | O=C(c1ccco1)c1nc2c(n1O)CCCCC2 |
| 4 | 0.2 | x | -1 | 0 | -10 | -10 | 2.1 | -4 | 6 | COc1ccc(NC(=O)c2cc(S(=O)(=O)N3CCc4ccccc43)cn2C)cc1 |
| 1 | -0.3 | -3 | 9 | 4 | 1 | -4 | 0.7 | 4 | 2 | CCN(C1CCCCC1)S(=O)(=O)c1cc(C)ccc1OC |
| 1 | 0.3 | -26 | -7 | 7 | -2 | -8 | -0.9 | -2 | 6 | CC(=O)NCCC(=O)N1CCc2c([nH]c3ccccc23)C1c1cccc(Cl)c1 (stereo unspecified) |
| 0 | -0.3 | -6 | -1 | 2 | -8 | 4 | -0.1 | x | 2 | CC(=O)n1nc(-c2ccco2)nc1N |
